FN deposition inh: fibronectin deposition inhibition; AH1F fibroblasts, Alexa488-fibronectin deposition fluorescence, overnight; 350,000 tested, 0.086% active; inhibition, % at 12.6 µM;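 active means mean inhibition across replicates of 30% or more, regardless of how many single replicates reach that level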;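 further: positive control wells lacked labelled fibronectin entirely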
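Assay system: AH1F fibroblasts assembling fluorescent fibronectin matrix; Amount: 10000 AH1F cells per well; Buffer or medium: DMEM, 2% serum; Probe or stimulus: Alexa488-fibronectin, 24 nM final in well; Doses: single compound dose, delivered by pin transfer; Incubation: 1 h adhesion, overnight exposure; Measured by: fluorescence 485/525 nm; Read-out: fibronectin deposition inhibition.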
PGC1a acetyl inh: lowers PGC1a acetylation signal in U2OS cells. AlphaScreen anti-acetyl-lysine; with virally co-expressed GCN5 acetyltransferase. AID 651687. 350,000 tested, 0.17% active. inhibition, % at 15.6 µM;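 active means every replicate shows inhibition of at least 40%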;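 further: 0% = neutral control wells and 100% = positive control wells; some results beyond the cut were filed as inactive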
INS-1E GSIS act: GLuc luminescence reporter in INS-1E cells, primary screen for activators of glucose-dependent secretion of insulin. INS-1E GLuc reporter insulin secretion, 2-3 h. AID 743287. 370,000 tested, 0.61% active. activation, % at 16.6 µM;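 active means lowest replicate activation of at least 40%, so every replicate reaches that level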;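 further: 0% = median of neutral control wells and 100% = median of IBMX positive control wells; some compounds called inactive have numbers as strong as hits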
miR122 inh: miR-122 inhibition in Huh7 cells; activation (reporter increase), % at 12.5 µM; AID 602342; 340,000 tested, 0.3% active; Huh7 miR-122 Renilla luciferase sensor, 48 h; neutral wells = 0, positive control = 100;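 active means mean replicate activation score at least 90 and every replicate individually at or above 90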;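 further: higher luciferase means less miR-122 activity so hits act as miR-122 inhibitors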
CFTR F508del cor: correctors of CFTR F508del function in bronchial epithelial cells | CFBE cells, YFP halide quenching; stimulated with forskolin plus potentiator P3; % fluorescence drop versus neutral controls | activity (quench increase), % at 7.58 µM | 350,000 tested, 0.36% active;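 active means mean added fluorescence quench of at least 8% versus neutral control, with both replicates also reaching 8%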;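 further: cells transiently co-express mutant CFTR-F508del with the halide-sensitive YFP; corrector assay measuring rescue of mutant channel to the surface after 24 h compound exposure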
C2C12 statin: suppression of simvastatin myotoxicity. C2C12 myotubes + simvastatin, ATP luminescence, 48 h; scaled: DMSO 0, geranylgeraniol control 100. rescue of ATP level, % at 7.49 µM. 330,000 tested, 0.78% active. AID 602340;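 active means mean ATP rescue above about 67%, or every replicate alone reaching that limit, limit read from the data, passing the limit was not always enough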;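 further: myotubes were challenged with 10 µM simvastatin during compound exposure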
PglD inh: inhibitors of Campylobacter jejuni PglD acetyltransferase | purified PglD enzyme, DTNB colorimetric CoA detection | inhibition, % at 12.5 µM | 360,000 tested, 0.098% active | AID 602405; in the data active means inhibition above about 16%, passing the limit was not always enough; further: strong numbers were not always called active
Cneo AK release: Cryptococcus neoformans lysis via adenylate kinase release; lysis activity, % at 15 µM; 360,000 tested, 0.2% active; C. neoformans lysis, adenylate kinase release luminescence, 4 h; normalised: neutral wells 0, clomiphene wells 100; AID 651654;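 active means mean lysis activity across replicates of at least 80%, whatever share of replicates individually reach that level; inactive means mean lysis activity below 80%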
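Material – Cryptococcus neoformans yeast cells · Quantity – 5 × 10^6 yeast cells/mL · Buffer or medium – YPD medium · Compound – single dose · Timing – 4 h static compound exposure, 37 °C, read 1 h post-reagent · Signal – adenylate kinase release luminescence · Read-out basis – lysis from increased AK signal · Benchmarks – Clomiphene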
Numbers without * were called inactive; . = no result given; [ ] = remark or other dose.

cpd	mol	FN deposition inh	PGC1a acetyl inh	INS-1E GSIS act	miR122 inh	CFTR F508del cor	C2C12 statin	PglD inh	Cneo AK release
1	CN(C)c1ccc2c(c1)[C@@H]1C[C@H](CC(=O)NCCN3CCCCC3)O[C@@H](CO)[C@@H]1O2	.	-2	21	-1[16.7 µM]	1.2	-2	0	-2
2	COc1ccc(NC(=O)CC2(CC(=O)N3CCOCC3)CCCC2)cc1Cl	0	.	11	.	-3.7	-8	5	29
3	CCS(=O)(=O)N1CCN(C(=O)c2cccc(OC)c2)CC1	11	6	.	-1	.	.	1	-1
4	CCN(CC)C(=O)c1ccc2c(=O)n(Cc3ccc4c(c3)OCO4)c(=S)[nH]c2c1	5	.	.	.	0.7	19	-4	1
5	COCCNC(=O)CCN1N=C(c2ccccc2)CCC1=O	2	-7	-7	.	.	-5	-6	1
6	Cc1ccc(S(=O)(=O)N2CCN(CCNC(=O)C(=O)NCc3ccccc3)CC2)cc1	5	.	-4	-4	0.9	3	-11	2
7	CCN(CC)S(=O)(=O)c1ccc(Oc2ccccc2OC)cc1	-1	-15	-5	6	2.6	-26	-2	3
8	Cc1ccccc1-c1cc2nc(Oc3cccc(F)c3)n(C)c(=O)c2s1	-2	6	8	-2	0.3	5	-1	-1

Next section.
cpd	mol	FN deposition inh	PGC1a acetyl inh	INS-1E GSIS act	miR122 inh	CFTR F508del cor	C2C12 statin	PglD inh	Cneo AK release
9	O=C(NC1CCCCC1)N1CC2(C1)[C@H](c1ccccc1)[C@H](CO)N2S(=O)(=O)Cc1ccccc1	4	-7	-15	.	-1.2	.	.	.
10	Cc1ccc(S(=O)(=O)N(C)C[C@@H]2OCCCC[C@@H](C)Oc3ccc(NC(=O)c4ccccc4)cc3C(=O)N([C@@H](C)CO)C[C@@H]2C)cc1	-8	0	-32	-13[16.7 µM]	0.3	.	6	6
11	CC1(OC(=O)CCc2ccccc2)C(=O)C=C2C=C(c3ccc(C#N)cc3)N(c3ccccc3)C=C2C1=O (stereo not drawn)	-16	-8	.	-4	-1.6	1	2	7
12	CCc1ccc(/C(C)=N/NS(=O)(=O)c2ccc(OC)cc2)s1	2	3	-2	12	0.0	6	3	4
13	CCCCN(C(=O)/C=C/c1ccccc1)C1CCS(=O)(=O)C1 (stereo not drawn)	6	.	-1	-4	-1.6	-1	.	.
14	CCOC(=O)c1cnc(SCC(=O)c2ccc3c(c2)OCCO3)nc1N	0	2	.	-6	.	-8	-3	-1
15	CNC(C)C(=O)NC(C(=O)NC(C)C(=O)NNc1ccccc1)C(C)C (stereo not drawn)	-7	2	-7	-2	-0.7	3	4	-2
16	Cc1ccc(NC(=O)CN2CCN(C(=O)c3ccco3)CC2)cc1S(=O)(=O)N(C)C	11	.	-5	.	-3.0	0	2	1

(list continues)
cpd	mol	FN deposition inh	PGC1a acetyl inh	INS-1E GSIS act	miR122 inh	CFTR F508del cor	C2C12 statin	PglD inh	Cneo AK release
17	CN1CC(C(=O)O)Cc2c1ccc1ccccc21 (stereo not drawn)	1	7	-5	14	-1.9	16	3	1
18	O=C(N[C@H]1CC[C@H](CC(=O)N2CCc3ccccc3C2)O[C@H]1CO)C1CCC1	.	2	-7	.	1.9	5	-1	1
19	C[C@H]1CCCCO[C@H](CN(C)C(=O)Nc2ccc3c(c2)OCO3)[C@@H](C)CN([C@@H](C)CO)C(=O)c2cc(NS(=O)(=O)c3ccccc3)ccc2O1	3	8	-18	8[16.7 µM]	-1.3	.	-2	-3
20	Cc1ccc(/C=C/C(=O)Nc2ccc(S(=O)(=O)Nc3cc(C)nc(C)n3)cc2)cc1	-2	-1	-4	23	0.4	0	6	-5
21	COc1cccc(C(=O)Oc2cc(-c3ccccc3)no2)c1	.	-3	.	-5	.	.	2	-1
22	CCOC(=O)N1CCN(C(=O)c2ccc3c(=O)n(CCC4=CCCCC4)c(=O)[nH]c3c2)CC1	5	-12	-12	-20	.	0	7	0
23	CCOc1cc(/C=C/C(=O)c2ccc(OC)c(CN3CCOCC3)c2)cc(Br)c1O	8	.	-35	5	-1.0	8	0	0
24	CCC(C(=O)N1CCC(C(N)=O)CC1)n1nc(C)n2c(cc3occc32)c1=O (stereo not drawn)	10	11	10	.	-0.2	0	2	-2

Excerpt, compounds 17–19
cpd	mol	FN deposition inh	PGC1a acetyl inh	INS-1E GSIS act	miR122 inh	CFTR F508del cor	C2C12 statin	PglD inh	Cneo AK release
17	CN1CC(C(=O)O)Cc2c1ccc1ccccc21 (stereo not drawn)	1	7	-5	14	-1.9	16	3	1
18	O=C(N[C@H]1CC[C@H](CC(=O)N2CCc3ccccc3C2)O[C@H]1CO)C1CCC1	.	2	-7	.	1.9	5	-1	1
19	C[C@H]1CCCCO[C@H](CN(C)C(=O)Nc2ccc3c(c2)OCO3)[C@@H](C)CN([C@@H](C)CO)C(=O)c2cc(NS(=O)(=O)c3ccccc3)ccc2O1	3	8	-18	8[16.7 µM]	-1.3	.	-2	-3

Later entries.
Under each structure: FN deposition inh, PGC1a acetyl inh, INS-1E GSIS act, miR122 inh, CFTR F508del cor, C2C12 statin, PglD inh, Cneo AK release
25	Cc1ccc(S(=O)(=O)N(C)CC(=O)NC2CC(C)(C)NC(C)(C)C2)cc1
    -13, -5, ., 8, ., 12, 5, -4
26	O=C(C1CCCN(S(=O)(=O)c2cc(Cl)ccc2Cl)C1)N1CCOCC1 (stereo not drawn)
    4, ., 1, ., 1.2, 0, 0, 0
27	COCCOC(=O)C1=C(C)NC2=C(C(=O)CC(C)(C)C2)C1c1cccnc1 (stereo not drawn)
    12, 7, ., -13, ., -3, -2, 3
28	NC(=O)C1(NC2CCCCC2)CCN(Cc2ccccc2)CC1
    1, -4, ., -7, 2.3, -8, 3, 2
29	CCC1Oc2ccccc2N(CC(=O)N2CCOCC2)C1=O (stereo not drawn)
    5, ., 20, ., -1.5, 9, -7, 0
30	CCc1ccc(NC(=O)C2CCN(S(=O)(=O)c3c(C)[nH]c(=O)[nH]c3=O)CC2)cc1
    ., 3, 1, -4, -0.7, -14, -1, 5
31	CCOc1ccc(C(=O)OCc2nnc(-c3cccs3)o2)cc1OC
    ., -3, ., -3, ., 19, -2, 0
32	O=C(CSc1nnc(-c2ccc(O)cc2)n1-c1ccccc1)CC(=O)Nc1ccccc1
    ., ., 25, 4, ., ., 6, 0
33	Cc1cc2c(cc1C)CN(c1ccccc1)C2
    -6, -9, 0, ., 1.6, -7, -2, -6
34	Cc1ccc(NC(=O)c2cc3c(CO)cnc(C)c3oc2=Nc2cccc(C(N)=O)c2)cc1
    -1, -1, 5, 2, -1.0, 4, -9, 4

The last 3 entries of the part above come first, to join the parts.
Under each structure: FN deposition inh, PGC1a acetyl inh, INS-1E GSIS act, miR122 inh, CFTR F508del cor, C2C12 statin, PglD inh, Cneo AK release
32	O=C(CSc1nnc(-c2ccc(O)cc2)n1-c1ccccc1)CC(=O)Nc1ccccc1
    ., ., 25, 4, ., ., 6, 0
33	Cc1cc2c(cc1C)CN(c1ccccc1)C2
    -6, -9, 0, ., 1.6, -7, -2, -6
34	Cc1ccc(NC(=O)c2cc3c(CO)cnc(C)c3oc2=Nc2cccc(C(N)=O)c2)cc1
    -1, -1, 5, 2, -1.0, 4, -9, 4
35	CCOC(=O)c1ccc(-n2c(CN3CCC(O)CC3)nc3ccc([N+](=O)[O-])cc3c2=O)cc1
    -4, ., -3, 5, -0.4, -7, ., .
36	O=C(C1CCCCC1)N1CC(=O)N2[C@H](CO)[C@@H](c3ccc(Br)cc3)[C@@H]2C1
    -1, 10, 7, ., 2.1, ., ., .
37	COc1ccccc1NC(=O)N1CCCCN2[C@H](CO)[C@H](c3ccc(C#Cc4ccccc4)cc3)[C@@H]2C1
    ., 2, -23, 12[16.7 µM], 1.0, ., -3, 2
38	CCOC(=O)C1(Cc2ccccc2)CCN(Cc2cnn(-c3ccccc3)c2)CC1
    -1, -25, -26, -7, -2.1, -7, ., .
39	O=C(C1CCCCC1)N1CC[C@@H]2[C@H](CO)Nc3ccc(C#Cc4ccc(F)cc4)cc3[C@@H]21
    3, -2, -50, 2[16.7 µM], -1.2, 13, 1, 1
40	CCCNC(=O)Nc1ccc2c(c1)OC[C@H](C)N(C(=O)C1CC1)C[C@H](C)[C@@H](OC)CN(C)C2=O
    0, ., 0, 11[16.7 µM], 0.8, 7, -2, -4
41	CNC(=O)NC(=O)C(OC(=O)CCNS(=O)(=O)c1ccccc1)c1ccccc1 (stereo not drawn)
    ., ., 6, ., 0.2, 3, -2, 2
42	Cc1noc(C)c1S(=O)(=O)N(C)C[C@@H]1Oc2ccc(NS(=O)(=O)c3cccs3)cc2C(=O)N([C@H](C)CO)C[C@@H]1C
    1, ., -14, 10[16.7 µM], 2.3, -23, -1, 1
43	Cc1noc(C)c1S(=O)(=O)Nc1ccc2c(c1)C(=O)N([C@@H](C)CO)C[C@@H](C)[C@@H](CN(C)Cc1ccccc1)OCCCC[C@@H](C)O2
    -4, 4, -4, 1[16.7 µM], -1.3, ., -1, 1
44	CCOC(=O)N1CCN(C(=O)C2CCN(S(=O)(=O)c3ccc(OCC)cc3)CC2)CC1
    ., ., 14, ., -1.2, 13, 3, -1

Later entries.
Under each structure: FN deposition inh, PGC1a acetyl inh, INS-1E GSIS act, miR122 inh, CFTR F508del cor, C2C12 statin, PglD inh, Cneo AK release
45	CN1C(=O)c2cc(NS(C)(=O)=O)ccc2OC[C@@H]2O[C@@H](CC(=O)NC3CCCCC3)CC[C@@H]21
    -8, ., -2, ., ., 11, 6, 2
46	CCN(C(=O)COC(=O)c1ccc2c(c1)OCO2)c1ccc(F)cc1
    -8, -3, 8, 1, 2.0, -5, -4, -1
47	O=C(C[C@H]1C[C@H]2c3cc(NC(=O)NC4CCCC4)ccc3O[C@H]2[C@H](CO)O1)NCc1ccccc1
    -11, -15, -1, 8[16.7 µM], 0.3, 1, -1, 6
48	CCCCN=C1NN=C(c2ccc3c(c2)OCCO3)CS1
    -9, -6, 5, 0, 2.3, ., ., .
49	O=C(NCC1CCCO1)c1cccc(NS(=O)(=O)c2ccccc2)c1 (stereo not drawn)
    3, 3, -5, -5, -2.9, 3, ., .
50	CC1CCCCN1CCCNC(=O)C1CCCN(c2ncnc3c2nc2n3CCCCC2)C1 (stereo not drawn)
    4, -10, 11, -7, 3.3, 18, -6, -18
51	O=C(C[C@@H]1CC[C@@H]2[C@H](COC[C@@H](O)CN2C(=O)Nc2ccc(C(F)(F)F)cc2)O1)NCC1CCCCC1
    -6, -6, -10, -10[16.7 µM], -0.4, -36, -1, -3
52	O=C(CSc1ccccn1)Nc1nncs1
    -2, ., ., -2, ., ., 3, -2

Compound activity: PubChem BioAssay, Broad Institute

Rows are unselected; overall some 2.1% were active at least once.
